IMPase Li cell = cell-permeable IMPase inhibitors with lithium potentiation; 210,000 tested, 0.35% active; Potency, µM (top dose mostly 59.4 µM), for inactives: top-dose activity, negative = IMPase inhibition, most hits filed as inhibitors; CHO-M1 cells, IP1 TR-FRET (IP-One), carbachol + lithium;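 note: IP1 builds up when IMPase is blocked and the TR-FRET signal falls; plate controls were basal vehicle for no effect and high inhibitor control for full effect; nearly all actives have a fitted effect of over 50% in size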
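CHO cells stably expressing M1 receptor (2000/well, cultured 16–30 h) treated 30 min at 37C with compound plus low lithium. Cytosolic IP1 by TR-FRET (665/620 ratio and 620 channel) after 10 min lysis; AC50 by Hill fit.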
HTT aggregate = mutant huntingtin aggregation inhibition; 220,000 tested, 1.1% active; Potency, µM (highest dose often 46.1 µM), inactives show at the top dose activity change, negative = inhibition, actives largely listed as inhibitors; AID 1688; PC12 HttQ103-GFP aggregates, Acumen cytometry, 40 h; note: % is set by controls: 0 for no effect and ±100 for the full control effect; nearly all actives have a fitted effect of over 60% in size
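Using laser scanning cytometry, GFP-positive aggregates were counted after lysis of PC12 cells induced with 100 nM tebufenozide to express HTT exon 1 Q103–GFP. Compounds were tested in titration.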
HTT cytoprotect = protects HTT-Q103 PC12 cells, measured by ATP; Potency, µM (highest dose often 56.4 µM), for inactives: cytoprotection (ATP increase), usual class: activators; AID 1471; 230,000 tested, 0.14% active; PC12 HTT-Q103 induced, cytoprotection, ATP luminescence, 40 h;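 note: % of control where 0% means no effect; nearly all actives have a fitted effect of over 45% in size; toxic huntingtin expression switched on by the ecdysone agonist tebufenozide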
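Compounds were screened for protection of PC12 cells against cell death after tebufenozide induction (100 nM final) of mutant Huntingtin exon 1 (Q103) fused to GFP.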
GAA glycogen mod = GAA glycogen-cleavage inhibition or activation; P10253; recombinant GAA, glycogen substrate, Amplex Red glucose oxidase fluorescence; Potency, µM (titrated, usually from 76.4 µM), for inactives: at the highest dose activity change, negative = inhibition, most hits filed as inhibitors; 300,000 tested, 0.38% active; AID 2100;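 note: 0% = full enzyme reaction and -100% = no-enzyme basal signal; the screen sought inhibitors and activators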
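Natural-substrate format: glycogen cleavage by 4 nM human enzyme, glucose read by Amplex Red coupling (Ex 573, Em 610 nm). Normalized to enzyme and no-enzyme controls.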
RGS12 GoLoco inh = RGS12 GoLoco-Gai1 interaction inhibition; 230,000 tested, 0.44% active; Gai1:RGS12 GoLoco peptide FP, rhodamine, 10 min; Potency, µM (doses to about 61.6 µM), inactives show at the highest dose activity, negative = inhibition, hits mostly inhibitors; active = well fitted inhibition curve with a large enough effect, not every such curve was filed as active; inactive = no such curve, though single readings can be large or run the other way; note: % is set by controls: 0 for no effect and ±100 for the full control effect; nearly all actives have a fitted effect of over 30% in size; many of its hits are not listed in these tables
Target sequence (P63096 whole entry, looked up): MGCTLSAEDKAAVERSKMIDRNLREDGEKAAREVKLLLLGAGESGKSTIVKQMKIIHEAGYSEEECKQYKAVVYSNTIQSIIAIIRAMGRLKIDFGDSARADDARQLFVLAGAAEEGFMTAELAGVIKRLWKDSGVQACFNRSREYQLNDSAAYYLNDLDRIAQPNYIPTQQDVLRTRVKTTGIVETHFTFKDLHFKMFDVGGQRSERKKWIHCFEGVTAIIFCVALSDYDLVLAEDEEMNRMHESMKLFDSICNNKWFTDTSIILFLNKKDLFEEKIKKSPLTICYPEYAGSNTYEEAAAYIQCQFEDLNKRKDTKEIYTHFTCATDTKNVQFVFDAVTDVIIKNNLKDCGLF
GAA inh = alpha-glucosidase (human) inhibition; AID 1466; Potency, µM (top dose mostly 76.9 µM), without a hit: at the top dose activity change, negative = inhibition, usual class: inhibitors; purified human GAA, 4-MU-alpha-glucoside fluorescence; 200,000 tested, 0.005% active; P10253;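 note: plate controls were uninhibited enzyme wells for no effect and no-enzyme background for full effect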
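Fluorogenic assay: 4 nM human alpha-glucosidase with 400 uM 4-methylumbelliferyl-alpha-D-pyranoside in 50 mM citrate/phosphate, 0.005% Tween-20, pH 5.0, 20 min at room temperature. Compounds tested up to 77 uM; AC50 from Hill fits.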
GAA spleen mod = lysosomal alpha-glucosidase (human) modulation | P10253 | human spleen homogenate, 4-MU-alpha-glucoside fluorescence | Potency, µM (doses to about 79.9 µM), for the others: top-dose activity change, negative = inhibition, actives largely listed as inhibitors | 240,000 tested, 0.006% active | AID 2112;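 note: 0% = enzyme with vehicle and -100% = no enzyme basal signal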
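Human spleen homogenate (1 ug) incubated with compounds and 1 mM 4-methylumbelliferyl-alpha-D-glucopyranoside in pH 5.0 citrate/phosphate buffer, 37 C, 40 min. Stopped at pH 10; 4-MU fluorescence (Ex 365/Em 440 nm); AC50 by Hill fit.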
* marks the source's active call; other numbers are inactive results; ? = inconclusive; · = no result given; & = joins results of further samples; ! = a repeat was not active; [ ] = another dose, or the depositor's remark. Unless noted, calls come from the whole dose curve; as a rule, active = well fitted curve in the direction sought with a large enough effect; inconclusive = small, poorly fitted or top-dose-only effect, or another doubt; inactive = no such curve, though single readings can be large; an effect the other way counts as inactive or inconclusive. Potency is the fitted concentration of half-maximal effect.

SMILES	IMPase Li cell	HTT aggregate	HTT cytoprotect	GAA glycogen mod	RGS12 GoLoco inh	GAA inh	GAA spleen mod
CCC(=O)OC1(Cc2ccc(CC)cc2)CC(C)N(C)CC1C (stereo unspecified)	·	2.6%[9.22 µM]	8.4%[10 µM]	3.9%	11.3%	·	-12.6%
O=C(Nc1ccccc1)N1CC[C@@]2(CCCN(C(=O)Oc3ccccc3)C2)C1	-1.6%	·	7.5%	·	18.0%	·	6.2%
[O-]C1=N/[N+](=C/c2ccc(Cl)cc2)CC1	5.1%[38.3 µM]	10.8%	10.6%	?	-10.5%	12.7%	0.6%
CCC(=NCc1ccc2c(c1)OCO2)c1c(O)n(C)c(=O)n(C)c1=O	·	20µM*	-24.9%[0.074 µM]	-6.3%	·	-1.7%	1.6%
COc1ccc(C[C@@H]2NC[C@H](O)[C@@H]2OC(C)=O)cc1	4.6%	·	-235.6%[inhibitor][17.1 µM]	·	3.3%[21.6 µM]	·	-19.2%[29.1 µM]
O=C(Nc1ccccc1)N1CCC2(CC1)OCCO2	0.0%	15.8%	?	15.0%	5.2%	-3.7%	-0.9%
COc1ccc(C2CN(C)CC2C(=O)c2ccc(C)cc2)cc1Cl (stereo unspecified)	17.6%	-6.9%	0.0%[10 µM]	0.0%	5.5%	0.2%	-1.5%
CC(NC1=NCCS1)c1ccccc1 (stereo unspecified)	4.3%	3.1%	-9.1%[10 µM]	7.9%	11.1%	-6.3%	-7.9%
CC1OC(O[C@@H]2C(O)CC(O[C@@H]3C(O)C[C@@H](OC4CC[C@]5(C)[C@H](CC[C@H]6[C@@H]5CC[C@]5(C)C(C7=CC(=O)OC7)C(O)C[C@@]65O)C4)OC3C)OC2C)CC(O)C1O (stereo partly specified)	-2.8%	·	·	·	4.5%	·	10.2%
O=C(O)CCCc1ccc(N(CCCl)CCCl)cc1	2.4%&26.3%&4.4%&-5.8%&0.1%	-0.9%&-19.5%	-93.0%[inhibitor]	-8.4%	4.6%	-7.4%[15.4 µM]	12.8%
COc1cc(C2c3cc4c(cc3C(O)C3COC(=O)C23)OCO4)cc(OC)c1O (stereo unspecified)	7.1%	·	-308.1%[inhibitor]	·	-5.4%	·	28.1%
O=C1Nc2ccccc2/C1=C/c1cnc[nH]1	10.5%[38.3 µM]	-1.4%	-1.1%	6.8%	3.6%	-1.1%	-7.8%
O=C(N/N=C/c1ccccc1OC(=O)N1CCOCC1)c1cccs1	-1.3%	?	-50.8%[inhibitor]	-10.7%	-2.1%	-2.3%	-4.4%
Cc1cccc(OP(=O)(Oc2cccc(C)c2)OC(c2ccccc2)C(F)(F)F)c1 (stereo unspecified)	3.1%	-6.2%	·	3.0%	2.3%	?	5.0%
C=Cn1c(P(=S)(N2CCOCC2)N2CCOCC2)cc2c1CCCC2	2.1%[38.3 µM]	5.6%	-14.7%	0.1%	13.3%	-3.8%	-2.3%
Cc1cc(CN(C)C)c(OC(=O)N(C)C)cc1C	·	-9.0%	-9.6%[0.074 µM]	-21.1%	·	4.6%	1.7%
CCCCC/C=C\C/C=C\C/C=C\C/C=C\CCCCCC(=O)NCCO	-16.4%&15.9%&7.6%&8.2%	·	4.8%&-41.0%&6.7%&0.4%	·	12.3%&3.2%&0.5%&2.5%	·	1.7%&-14.9%&1.3%&-3.2%
O=c1cc(C2CCNCC2)[nH][nH]1	3.5%[38.3 µM]	0.5%	?	9.6%	12.7%	-11.0%	5.0%
CCSP1(=S)N=C(N2CCOCC2)C(C#N)=C2CCCN21 (stereo unspecified)	·	18.9%	3.9%	-6.3%	·	4.0%	1.4%
COc1ccc(CCNCc2cccc(C(F)(F)F)c2)cc1OC	7.7%	10.1%	·	-1.8%	-7.7%	-1.5%	-6.5%
Cc1cc([P+](=O)O)c(C)n1-c1ccc(Br)cc1	-14.1%[38.3 µM]	18.4%	-2.1%[10 µM]	26.3%	24.2%	-2.6%	-2.7%
CCSC1=NN1c1cc(C)nc(N)n1	·	9.5%[9.22 µM]	-5.7%[10 µM]	6.5%	-1.9%	·	3.4%
COc1ccc(CN2C(=O)NC(=O)/C(=C/c3cc(OC)c(OC)c(OC)c3)C2=O)cc1	·	4.4%[9.22 µM]	-9.9%[10 µM]	2.8%	-5.0%	·	1.0%
Clc1cncc(N2CCNCC2)n1	-3.0%&23.7%	·	0.159µM*!	·	-3.1%&2.7%	·	-5.3%&-12.4%
C[C@H]1[C@@H](O)[C@@H](C)/C=C\C=CCC\C=C/C=C\C=C/C=C[C@@H](O[C@H]2O[C@@H](C)[C@@H](O)[C@@H](N)[C@@H]2O)C[C@@H]2O[C@@](O)(C[C@@H](O)[C@H]2C(=O)O)C[C@@H](O)[C@@H](O)CC[C@@H](O)C[C@@H](O)C[C@@H](O)CC(=O)O[C@H]1C	-2.1%	·	-9.8%[17.1 µM]	·	20.2%[21.6 µM]	·	2.3%[29.1 µM]
COC1=C(C)C(=O)c2c(c(COC(N)=O)c3n2C[C@@H]2[C@@H]3N2C)C1=O (stereo partly specified)	-1.8%	·	-92.7%[inhibitor][10 µM]	·	3.3%[14.2 µM]	·	·
O=[N+]([O-])OC1CO[C@H]2C(O[N+](=O)[O-])COC12 (stereo partly specified)	-3.2%	-13.7%	?	·	8.0%	·	6.1%
C=CC=O	-0.3%	·	-3.3%	·	-17.9%	·	19.8%
Cn1cccc1CNCCc1ccc(F)cc1	3.6%	-4.5%	7.0%[10 µM]	6.0%	11.7%	0.0%	4.7%
CCCCn1c(O)c(C=NCCN2CCCCC2)c(=O)[nH]c1=O	-6.5%[38.3 µM]	1.5%	?	2.3%	0.3%	5.8%	-13.9%

Individual results from the list:
COc1ccc(CN2C(=O)NC(=O)/C(=C/c3cc(OC)c(OC)c(OC)c3)C2=O)cc1 in GAA spleen mod: 1.0%
O=[N+]([O-])OC1CO[C@H]2C(O[N+](=O)[O-])COC12 (stereo partly specified) in GAA spleen mod: 6.1%
Clc1cncc(N2CCNCC2)n1 in IMPase Li cell: -3.0%&23.7%

Additional results
SMILES	IMPase Li cell	HTT aggregate	HTT cytoprotect	GAA glycogen mod	RGS12 GoLoco inh	GAA inh	GAA spleen mod
c1ccc(N2CC3(CCNCC3)C2)cc1	6.2%	·	16.8%	·	1.8%	·	-10.7%
Cc1cccc(OCC(=O)N2CCN(Cc3ccc([N+](=O)[O-])cc3)CC2)c1	4.1%	14.4%[9.22 µM]	0.0%[10 µM]	-1.0%	11.1%	?	1.9%
O=C1NC(=O)C(CCc2ccncc2)(CCc2ccccn2)C(=O)N1c1ccc(Br)cc1 (stereo unspecified)	9.7%	-4.5%[9.22 µM]	-12.1%[10 µM]	-6.1%	-4.1%	9.2%	-5.9%
CCN1C(=O)C(=Cc2ccc(C)s2)C(=O)N(CC)C1=S	-3.8%	-9.6%	·	-0.8%	-21.6%	-2.4%	2.2%
CN1C(=O)C(=Cc2sc(=O)n(-c3ccccc3)c2N(C)C)C(=O)N(C)C1=O	·	7.1%[9.22 µM]	-6.5%[10 µM]	-2.8%	33.2%[activator]	·	0.6%
O=C1NC(=O)C(CCc2ccncc2)(CCc2ccncc2)C(=O)N1C1CCCCC1	-1.3%	11.2%[9.22 µM]	-14.9%[10 µM]	19.0%	6.7%	?	5.3%
S=C(NC1CCCCC1)N1CCC(c2cnc[nH]2)CC1	20.3%&31.5%&16.5%	·	-23.6%	·	3.1%&8.0%&10.1%	·	-5.8%&-0.1%&-1.1%
COC(=O)C(O)(c1ccc(NC(=S)NC(=O)c2ccc(Cl)cc2Cl)cc1)C(F)(F)F (stereo unspecified)	4.4%	-1.0%	?	-15.1%	-0.6%	-1.2%	11.1%
COC(=O)c1ccc(N=C(c2ccccc2)c2c(O)n(C)c(=O)n(C)c2=O)cc1	·	13.6%[9.22 µM]	4.6%[10 µM]	-11.4%	3.7%	·	4.1%
N[C@@H](CP(=O)(O)O)C(=O)O	4.8%	·	-8.5%[10 µM]	·	2.6%[14.2 µM]	·	·
CCN(CC)C(=O)c1ccc(NC(=O)c2cccc(C(F)(F)F)c2)cc1	13.3%	-13.4%	3.8%[10 µM]	1.8%	4.7%	-1.7%	6.2%
CCC(=NCC1CCCO1)c1c(O)n(Cc2ccccc2)c(=O)[nH]c1=O (stereo unspecified)	23.0%[38.3 µM]	?	-21.2%[0.074 µM]	5.0%	-2.5%	-1.1%	-6.1%
Cc1nn(Cc2ccccc2Cl)c(Cl)c1C(=O)O	5.2%	-2.9%	-28.9%	0.8%	-3.3%	?	5.9%
CN(C)CCCN=Cc1c(O)n(CCc2ccc(F)cc2)c(=O)[nH]c1=O	-2.1%[38.3 µM]	24.1%	-11.0%	2.0%	-6.9%	1.2%	-9.4%
COCCOC(=O)c1c(N)n(Cc2ccccc2)c2nc3ccccc3nc12	21.6%[38.3 µM]	7.4%	-7.7%[0.074 µM]	-3.1%	-12.3%	?	6.8%
C=C1C(=O)O[C@@H]2C[C@@H](C)[C@@H]3C=CC(=O)[C@@]3(C)[C@@H](OC(=O)CC(=O)O[C@H]3[C@@H]4C(=C)C(=O)O[C@@H]4C[C@@H](C)[C@@H]4C=CC(=O)[C@]43C)[C@H]12	·	0.631µM*	-97.5%[inhibitor][10 µM]	1.9%	-27.8%	·	-2.4%
CN(C)CC1Oc2ccccc2OC1(O)c1ccccc1 (stereo unspecified)	·	16.9%[9.22 µM]	12.1%[10 µM]	-22.3%	-5.7%	·	2.3%
CCCCn1c(N)c(C(=O)NCc2cccs2)c2nc3ccccc3nc21	-1.8%[38.3 µM]	-7.8%	-39.4%[inhibitor]	-2.4%	-1.5%	?	25.5%
CCn1cc(CN(C)S(=O)(=O)c2ccc3ccccc3c2)c(C)n1	16.9%	?	20.8%[10 µM]	1.2%	4.3%	-11.9%	-12.2%
Cc1cc(S(=O)(=O)NCc2ccccc2)ccc1OCC(=O)N1CCN(C)CC1	27.8%[38.3 µM]	-8.6%	4.8%	4.2%	6.3%	?	7.3%
CCCCCCn1c(O)c(C=Nc2c(C)n(C)n(-c3ccccc3)c2=O)c(=O)[nH]c1=O	41.0%[activator][38.3 µM]	-16.1%	-6.7%	2.3%	4.7%	-2.4%	-5.8%

Bioassay records as filed in PubChem.

This is a subset (hit frequency here may not be typical).
